# dFosB activator: activators of delta FosB homodimer, primary screen, biochemical, fluorescence polarization, TAMRA-CDK5 oligo, single point; activation, % at 25 µM; Protein FosB (Mus musculus), P13346; 340,000 compounds, 0.99% hits; purified delta FosB; percent of positive-control signal above neutral wells; AID 493131, 2011;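 active means mean activation above about 17%, with every replicate also reaching it, limit read from the data, passing the limit was not always enough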;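 further: fluorescence polarization rise as delta FosB binds a TAMRA Cdk5 AP-1 oligo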
# PKA-R2B act: activators of PKA-R2B holoenzyme, primary screen, biochemical, fluorescence polarization, Cy5-IP20, human. AID 504700, 2011. PKA-R2B holoenzyme dissociation; R2B truncated from residue 108, S112A mutant; 0% DMSO only, 100% 113 µM cGMP. 340,000 compounds, 0.079% hits. cAMP-dependent protein kinase catalytic subunit beta (Homo sapiens) + cAMP-dependent …. activation, % at 11.4 µM;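 active means activation above a cutoff set at the mean over all compounds plus 3 SD, cut at about 18% in these data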;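 further: higher means more holoenzyme dissociation and a rise in polarization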
# PKA-R1A activ: activators of PKA-R1A holoenzyme, primary screen, biochemical, fluorescence polarization, Cy5-IP20, bovine R1A, mouse PKAc; cAMP-dependent protein kinase type I-alpha regulatory subunit (Bos taurus) + …; PKA-R1A dissociation; scaled: DMSO 0%, 113 µM cGMP 100%; activation, % at 11.4 µM; 340,000 compounds, 0.083% hits;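 active means percent activation above the mean of all tested compounds plus 3 SD, cut at about 19% in these data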;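 further: higher means more PKAc released from R1A so a rise in polarization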
# Arr AP2 block: inhibitors of beta-arrestin/AP2 binding, primary screen, biochemical, GPCR trafficking, flow cytometry. FITC-arrestin peptide / GST-AP2 beads; AP2 beta2 appendage carries R879A mutation. inhibition, % at 10 µM. 340,000 compounds, 0.31% hits. AID 504490, 2011;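 active means inhibition above a set limit, near 3 SD of compounds lacking own fluorescence, cut at about 54% in these data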;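 further: plate controls were DMSO wells for no effect and 5 µM unlabelled arrestin peptide for full effect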
#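 System: GST-AP2 R879A bound to glutathione beads, E. coli-expressed. Also added: 50 nM FITC-arrestin peptide. Schedule: compound with beads 12 min RT, then probe 1 h RT. Signal: bead flow cytometry, FITC channel. Read-out basis: percent response.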
# NSD2 HMT inh: NSD2 histone methyltransferase inhibitors, primary screen, biochemical, AlphaScreen, single concentration, set 2; Histone-lysine N-methyltransferase NSD2 (Homo sapiens), O96028; inhibition, % at 12.5 µM; 310,000 compounds, 0.54% hits; AID 743445, 2014; NSD2 peptide methylation, 120 min; in the data active means inhibition above about 50%
# SR-BI HDL uptake: inhibitors of SR-BI mediated HDL lipid uptake, primary screen, ldlA[mSR-BI] cells, fluorescence, single point. 320,000 compounds, 0.96% hits. AID 488896, 2010. ldlA[mSR-BI] CHO cells, DiI-HDL uptake fluorescence, 3 h. Scavenger receptor class B member 1 (Mus musculus), Q61009. inhibition, % at 12.5 µM;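 active means mean replicate inhibition of at least 70% and a set share of replicates each scoring 70 or more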;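 further: 0% = median of neutral control wells and 100% = median of positive control wells; values of inactives mirror those of a sister screen read the other way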
# SR-BI uptake up: activators of SR-BI mediated DiI-HDL uptake, primary screen, ldlA[mSR-BI] CHO cells, DiI fluorescence; 320,000 compounds, 0.096% hits; AID 504775, 2011; activation, % at 12.5 µM; 3 h; 100 = double the neutral-control signal;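 active means mean replicate activation of at least 60% and every replicate at or above 60%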;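 further: 0% = median plate neutral-control signal and 100% = twice that signal; values of inactives mirror those of a sister screen read the other way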
#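 system = CHO ldlA[mSR-BI] cells, LDL receptor-null, SR-BI overexpressing | medium = Ham's F12 with 0.5% BSA, HEPES 25 mM, pH 7.4 | probe or stimulus = DiI-HDL 10 µg/mL | compound dosing = single-point compound dose | incubation = compound exposure 3 h, 37 °C | technique = DiI fluorescence, bottom read | read-out = cell-associated DiI fluorescence as measure of HDL uptake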
# CDK5 inh: inhibitors of human CDK5/p35 kinase, primary screen, biochemical, single concentration; Cyclin-dependent kinase 5 (Homo sapiens) + Cyclin-dependent kinase 5 activator 1 (Homo …; Recombinant CDK5/p35, ADP-Glo luminescence, 60 min; inhibition, % at 10 µM; 330,000 compounds, 0.01% hits; AID 488839, 2010;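 active means highest replicate inhibition of at least 50% and at least 75% of replicates reaching 50%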;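 further: plate controls were DMSO neutral control for no effect and GW8510 at 10 µM for full effect; many of its hits are not listed in these tables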
# Target sequence (Q00535 whole entry, looked up): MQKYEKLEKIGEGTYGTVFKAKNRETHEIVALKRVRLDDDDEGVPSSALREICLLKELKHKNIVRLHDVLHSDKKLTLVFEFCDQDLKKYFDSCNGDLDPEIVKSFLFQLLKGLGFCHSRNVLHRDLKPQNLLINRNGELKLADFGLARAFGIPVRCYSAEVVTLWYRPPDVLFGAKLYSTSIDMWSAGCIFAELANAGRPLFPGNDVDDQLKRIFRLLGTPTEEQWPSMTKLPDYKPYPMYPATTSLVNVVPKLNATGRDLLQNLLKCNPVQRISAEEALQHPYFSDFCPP
# Target sequence (Q15078 whole entry, looked up): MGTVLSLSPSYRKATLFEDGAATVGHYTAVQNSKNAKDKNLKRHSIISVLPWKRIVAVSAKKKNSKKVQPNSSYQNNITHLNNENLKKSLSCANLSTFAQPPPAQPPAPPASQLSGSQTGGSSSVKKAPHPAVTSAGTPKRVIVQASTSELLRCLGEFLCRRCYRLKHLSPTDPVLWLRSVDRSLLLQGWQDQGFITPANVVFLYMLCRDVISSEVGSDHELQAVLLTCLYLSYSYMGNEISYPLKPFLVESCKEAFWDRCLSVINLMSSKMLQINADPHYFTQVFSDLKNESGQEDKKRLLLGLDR
# SUMO Mot1 rescue: yeast Mot1-301 growth rescue at high temperature, primary screen, SUMOylation pathway inhibitor project, S. cerevisiae, ATP luminescence, 38.5C | S. cerevisiae Mot1-301 growth rescue; percent above DMSO median, 100 means doubled | growth rescue, % at 18.8 µM | 320,000 compounds, 1% hits;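 active means every valid replicate shows activation above 250% relative to neutral control wells; inactive means the rest, any valid replicate at or below 250%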;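 further: OY570 slx delta 5 strain wells were the positive control but not used for scaling; some compounds called inactive have numbers as strong as hits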
# MITF TRPM1 HTS: activators of MITF-driven TRPM1 promoter reporter, primary screen, cell-based, SK-MEL-5, luciferase, single point; SK-MEL-5 TRPM1-promoter luciferase, 24 h; % of positive control, neutral wells = 0; activation, % at 12.5 µM; 300,000 compounds, 0.75% hits; AID 588334, 2011;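 active means mean activation of at least 80% with every replicate also reaching 80%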;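 further: 0% = neutral control wells and 100% = parthenolide positive control wells; values of inactives mirror those of a sister screen read the other way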
# DSG3 Ab inh: inhibitors of pemphigus antibody binding to DSG3, primary screen, biochemical, bead-based, flow cytometry, scFv-GFP | DSG3-coupled beads, scFv-anti-DSG3-GFP binding; active compounds read low | binding (percent of control), % at 10 µM | 310,000 compounds, 0.48% hits | AID 588358, 2011;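 active means binding more than 3 SD below its plate's average and above zero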;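 further: hits lower antibody fragment binding to DSG3; some compounds called inactive have numbers as strong as hits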
# * = called active by the depositor; / = not tested or not shown.
no.	dFosB activator	PKA-R2B act	PKA-R1A activ	Arr AP2 block	NSD2 HMT inh	SR-BI HDL uptake	SR-BI uptake up	CDK5 inh	SUMO Mot1 rescue	MITF TRPM1 HTS	DSG3 Ab inh	structure
1	-12	-5	6	29	0	-14	14	2.9	-12	25	94	Cc1ccc(-n2nc3c(n2)/C(=N/O)CC/C3=N\O)cc1
2	2	2	-7	1	2	-11	11	0.1	-7	5	110	Cc1ccccc1C(=O)Nc1cc(NC(=O)c2ccccc2C)cc(C(=O)O)c1
3	3	3	-7	9	-1	1	-1	-0.1	4	/	102	Cc1cc(NC(=O)c2cncc(Br)c2)no1
4	-5	-6	-24	18	1	/	/	1.2	12	-8	101	C=CCSc1nc2ccccc2n1S(=O)(=O)c1ccc(Cl)cc1
5	-8	-8	-6	37	-2	18	-18	-0.8	11	0	110	CCCc1c(NC(=O)Nc2ccc(F)cc2)cnn1-c1ccccc1
6	7	12	10	3	0	-10	10	1.4	-3	-3	104	CC(C)OC(=O)CC1=NC(=O)CS1
7	-1	-6	6	0	/	-6	6	-3.5	6	-1	101	CC(C)NC(=O)N(C)C[C@H]1Oc2ccc(NC(=O)Cn3cnnn3)cc2C(=O)N([C@H](C)CO)C[C@@H]1C
8	1	1	0	8	-3	-4	4	-8.5	9	5	105	O=C(O)C1CC=CCC1C(=O)NCCc1cccc(Cl)c1 (configuration not stated)
9	-8	7	2	-5	0	12	-12	0.9	-6	17	105	O=C(CC1NCCc2ccccc21)Nc1ccc(Oc2ccccc2)cc1 (configuration not stated)
10	-2	/	/	35	0	-5	5	0.9	-30	/	104	Cc1ccc(NC(=O)CC2NCCN(Cc3ccccc3)C2=O)cc1 (configuration not stated)
11	-8	8	-6	6	-3	7	-7	2.8	-19	6	/	CCN(CC)S(=O)(=O)c1ccc(-c2csc(C)n2)s1
12	-3	-7	4	-8	2	-3	3	0.3	-2	55	90	O=C(O)c1ccc(Nc2nc(-c3ccccc3)cs2)cc1
13	-3	3	2	0	/	-5	5	-0.1	19	3	104	CC(=O)Nc1ccc(SC[C@H](CC(C)C)N2CCN(CCc3ccccc3)CCC2=O)cc1
14	0	-6	-5	-7	1	-14	14	-2.1	-4	7	104	Cc1ccc(NC(=O)c2ncn[nH]2)cc1
15	2	-3	-13	-5	-6	-8	8	-2.4	-13	-9	110	CCCC(=O)NCCCCNC(=O)CCC
16	-3	-14	-2	18	-2	3	-3	/	20	-62	92	O=C(Cn1ncc2c([nH]c3ccccc32)c1=O)Nc1ccc(CN2CCCCC2)cc1
17	-7	6	7	-6	1	-14	14	1.0	/	-4	/	CCN(CC(=O)Nc1c(F)cccc1F)C(=O)c1ccc(S(=O)(=O)N(CC)c2ccccc2)cc1
18	-7	5	5	5	7	16	-16	2.1	16	-14	101	COc1ccc(N2CCN(C(=O)c3ccc(CS(=O)c4cccc(C)c4)o3)CC2)cc1 (configuration not stated)
19	5	-7	-7	-15	-1	-5	5	-1.9	-1	/	109	Cn1nc(-c2ccc(C(=O)N3CCN(CCO)CC3)cc2)c2ccccc2c1=O
20	-5	10	-4	20	15	1	-1	0.2	-12	3	96	CN1CCN(C(c2cccc(Cl)c2)c2ccccc2Cl)CC1 (configuration not stated)
21	-1	-16	-14	5	-2	-13	13	-1.5	-3	11	85	Cc1ccc(NC(=O)CSc2nnc(C3COc4ccccc4O3)o2)c(Cl)c1 (configuration not stated)

# Down the list, from the results shown:
# Entries 6 to 11 in Arr AP2 block, in turn: 3, 0, 8, -5, 35, 6

# Profiles from above.
# Cc1ccc(NC(=O)CSc2nnc(C3COc4ccccc4O3)o2)c(Cl)c1 (configuration not stated) reads dFosB activator = -1; PKA-R2B act = -16; PKA-R1A activ = -14; Arr AP2 block = 5; NSD2 HMT inh = -2; SR-BI HDL uptake = -13; SR-BI uptake up = 13; CDK5 inh = -1.5; SUMO Mot1 rescue = -3; MITF TRPM1 HTS = 11; DSG3 Ab inh = 85
# CN1CCN(C(c2cccc(Cl)c2)c2ccccc2Cl)CC1 (configuration not stated) reads dFosB activator = -5; PKA-R2B act = 10; PKA-R1A activ = -4; Arr AP2 block = 20; NSD2 HMT inh = 15; SR-BI HDL uptake = 1; SR-BI uptake up = -1; CDK5 inh = 0.2; SUMO Mot1 rescue = -12; MITF TRPM1 HTS = 3; DSG3 Ab inh = 96
# Cc1ccccc1C(=O)Nc1cc(NC(=O)c2ccccc2C)cc(C(=O)O)c1 reads dFosB activator = 2; PKA-R2B act = 2; PKA-R1A activ = -7; Arr AP2 block = 1; NSD2 HMT inh = 2; SR-BI HDL uptake = -11; SR-BI uptake up = 11; CDK5 inh = 0.1; SUMO Mot1 rescue = -7; MITF TRPM1 HTS = 5; DSG3 Ab inh = 110

# Copied from above, nos. 18–21
no.	dFosB activator	PKA-R2B act	PKA-R1A activ	Arr AP2 block	NSD2 HMT inh	SR-BI HDL uptake	SR-BI uptake up	CDK5 inh	SUMO Mot1 rescue	MITF TRPM1 HTS	DSG3 Ab inh	structure
18	-7	5	5	5	7	16	-16	2.1	16	-14	101	COc1ccc(N2CCN(C(=O)c3ccc(CS(=O)c4cccc(C)c4)o3)CC2)cc1 (configuration not stated)
19	5	-7	-7	-15	-1	-5	5	-1.9	-1	/	109	Cn1nc(-c2ccc(C(=O)N3CCN(CCO)CC3)cc2)c2ccccc2c1=O
20	-5	10	-4	20	15	1	-1	0.2	-12	3	96	CN1CCN(C(c2cccc(Cl)c2)c2ccccc2Cl)CC1 (configuration not stated)
21	-1	-16	-14	5	-2	-13	13	-1.5	-3	11	85	Cc1ccc(NC(=O)CSc2nnc(C3COc4ccccc4O3)o2)c(Cl)c1 (configuration not stated)
